Mdm2 ligase inh: blocks human Mdm2 ubiquitin ligase activity | 210,000 tested, 0.11% active | signal enhancement, % at 5 µM | Q00987 | cell-based MDM2 ubiquitination luciferase reporter, 2 h; 0 = plate control, 100 = twice control, blank-subtracted;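 active means signal enhancement of 30% or more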;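 further: luminescence tracks abundance of the self-degrading MDM2-luciferase fusion protein; higher signal means inhibition of MDM2 E3 ligase activity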
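Material: stable MDM2–luciferase fusion reporter cells / Quantity: 2000 cells/well / Dosing: single 5 µM compound dose, 0.2% final DMSO / Buffer or medium: DMEM / Schedule: 4 h cell settling then 2 h compound exposure, 37 °C / Detection: luminescence with SteadyLite reagent, 15 min at room temperature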
Hck Nef HTS: inhibitors of human Hck kinase activated by Nef; 220,000 tested, 0.68% active; P08631; Recombinant Hck-YEEI plus Nef, Z-Lyte FRET kinase assay; inhibition, % at 20 µM;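 active means Hck-Nef kinase inhibition above about 50%, limit read from the data; inactive means inhibition below that limit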;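 further: 0% = DMSO with Hck plus Nef and 100% = Hck alone without Nef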
EBV gp42 block: EBV gp42 inhibition. 220,000 tested, 0.42% active. inhibition, % (tested at 21.74 µM). Q1HVG2. Fluorescence polarization binding assay, mP read-out; in the data active means inhibition above about 50%
Target sequence (Q1HVG2 whole entry, looked up): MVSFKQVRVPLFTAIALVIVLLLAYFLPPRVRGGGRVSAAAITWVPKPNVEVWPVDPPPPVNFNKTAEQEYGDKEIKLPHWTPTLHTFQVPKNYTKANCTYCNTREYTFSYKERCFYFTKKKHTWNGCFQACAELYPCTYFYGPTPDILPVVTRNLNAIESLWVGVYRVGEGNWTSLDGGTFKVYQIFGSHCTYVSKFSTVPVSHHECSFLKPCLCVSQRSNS
TbHK1 inh: blocks Trypanosoma brucei hexokinase 1 activity; recombinant TbHK1, G6PDH-coupled NADH A340; inhibition, % at 10 µM; 220,000 tested, 0.11% active; AID 1430;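 active means inhibition of 50% or more in the single-dose primary screen; inactive means inhibition below 50%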
Runt-CBFb FRET: Runt domain-CBFb interaction inhibition; 220,000 tested, 0.46% active; Cerulean-Runt/Venus-CBFb FRET ratio 530/480, 1 h; Q01196+Q13951; inhibition, % at 20 µM;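 active means inhibition over about 50% at 20 µM in the single-dose screen, limit read from the data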;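 further: 0% = DMSO wells and 100% = excess unlabeled CBFb competitor control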
Target sequence (Q01196 whole entry, looked up, the tested form may be a part): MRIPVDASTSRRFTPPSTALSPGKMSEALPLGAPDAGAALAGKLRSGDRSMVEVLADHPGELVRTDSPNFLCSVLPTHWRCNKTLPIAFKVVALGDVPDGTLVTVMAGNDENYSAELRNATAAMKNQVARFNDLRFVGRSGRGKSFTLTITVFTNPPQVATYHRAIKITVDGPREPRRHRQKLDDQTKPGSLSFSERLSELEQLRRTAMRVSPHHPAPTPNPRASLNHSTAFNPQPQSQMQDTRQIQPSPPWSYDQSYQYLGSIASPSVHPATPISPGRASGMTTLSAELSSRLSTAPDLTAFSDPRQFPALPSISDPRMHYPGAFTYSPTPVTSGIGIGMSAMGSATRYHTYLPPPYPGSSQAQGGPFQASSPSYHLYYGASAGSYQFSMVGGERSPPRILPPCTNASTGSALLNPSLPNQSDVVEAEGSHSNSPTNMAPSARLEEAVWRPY
Target sequence (Q13951 whole entry, looked up, the tested form may be a part): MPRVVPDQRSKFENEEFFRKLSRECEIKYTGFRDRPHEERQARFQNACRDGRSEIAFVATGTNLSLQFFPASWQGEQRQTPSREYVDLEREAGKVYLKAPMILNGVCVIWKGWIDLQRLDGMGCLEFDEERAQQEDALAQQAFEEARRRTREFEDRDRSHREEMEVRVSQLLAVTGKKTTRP
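Assay system: Cerulean-Runt domain / Medium: Tris 50 mM pH 7.5, KCl, K2SO4, 0.01% BSA / Timing: protein complex preformed 1 h, compound exposure 1 h, room temperature, dark / Measured by: FRET, excitation 422 nm, emission at 530 and 480 nm / Evaluation: loss of energy transfer signal / Control set: 5 µM unlabeled CBFb as full-inhibition high control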
Runt-SMMHC FRET: inhibitors of human RUNX1 Runt domain binding to CBFb-SMMHC; Cerulean-Runt/Venus-CBFb-SMMHC FRET ratio 530/480, 1 h; 220,000 tested, 0.74% active; Q01196+Q13951; inhibition, % at 20 µM;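 active means mean inhibition across duplicate retests at 20 µM reaching about 50%, limit read from the data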;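 further: 0% = DMSO wells and 100% = wells with excess untagged CBFb-SMMHC; inhibitors lower the FRET ratio by blocking Runt binding to CBFb-SMMHC; some results filed as inactive read as strong as hits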
NCF1 inh: p47phox (human) inhibition | 220,000 tested, 0.53% active | inhibition, % at 24.7 µM | AID 1274 | P14598 | p47phox/p22phox peptide binding, fluorescence polarization, 2 h;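 active means inhibition above about 30%, limit read from the data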;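 further: 0% = p47phox with labelled peptide and 100% = labelled peptide alone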
14-3-3 Bad inh: disrupts binding of bovine 14-3-3 zeta to phospho-Bad peptide; inhibition, % at 21.7 µM; 220,000 tested, 0.71% active; TR-FRET 14-3-3zeta/Dy647-pBad peptide displacement, 1 h; AID 781;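 active means inhibition above about 70%, limit read from the data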;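 further: 0% = full 14-3-3 plus peptide FRET controls and 100% = background without 14-3-3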
zVAD death inh: blocks zVAD induced death of L929 cells | L929 zVAD necroptosis rescue, ATP luminescence, 24 h; with zVAD 60 µM | viability rescue, % at 10 µM | 220,000 tested, 0.38% active | AID 1377;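 active means activation, scaled between plate controls, above about 75%, limit read from the data; inactive means activation under that limit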;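 further: 0% = zVAD with DMSO and 100% = DMSO alone without zVAD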
An asterisk follows results filed as active; · = no result given; [ ] = another dose, or the depositor's remark. An unsorted share of the library. About 3.2% of those tested had a hit in this group.

SMILES	Mdm2 ligase inh	Hck Nef HTS	EBV gp42 block	TbHK1 inh	Runt-CBFb FRET	Runt-SMMHC FRET	NCF1 inh	14-3-3 Bad inh	zVAD death inh
Cc1cc(Nc2ccccc2)c2c([N+](=O)[O-])c(C)cc(C)c2n1	4	1	7	-8	3	5	-12	3	0.0
CCNc1nc(NC(C)C)nc(OCC)n1	-12	1	-10	-3	0	-2	-8	-9[fluorescence artefact?]	-0.5
COC(=O)C1C(c2ccc(Br)cc2)Nc2nnc(C(F)(F)F)n2C1(C)O (centres undefined)	-19	20	-19	1	0	-5	-5	-15	3.0
CCOc1ccc(N=CC2=C(O)CC(c3ccco3)CC2=O)cc1 (centres undefined)	-4	6	-22	17	0	3	-9	-8	-0.1
CC1(C)Cc2ccccc2C(c2cc3ccccc3oc2=O)=N1	5	1	-7	-10	1	7	-2	2	-0.9
CCOC(=O)c1cnc2c(C(=O)OCC)cnn2c1N	-5	14	-6	-19	1	0	-3	2	0.1
Cc1ccc(N2C(=O)c3cccc([N+](=O)[O-])c3C2=O)cc1C	-3	18	-14	0	0	-1	-6	-8	16
OCCCn1c(-c2ccccc2)n[nH]c1=S	-1	-2	-5	7	8	0	2	-10	0.4
CN1C(=O)c2ccccc2C(C(=O)O)C1c1cn(C)c2ccccc12 (centres undefined)	-4	0	-6	-4	·	-10	-12	26	0.1
Cc1ccc(/C=N/NC(=O)CSc2nc3ccccc3n2C)s1	-12	5	-21	-25	-7	-3	-15	7	0.5
O=C1c2ccccc2CN1CCNC(=S)NC1CCCCC1	1	21	-6	5	-1	0	-3	-8	1.6
CC1CC(C)CN(C(=O)/C(=C\c2ccccc2)c2ccccc2)C1 (centres undefined)	-8	1	-7	40	-2	-2	2	-17	-0.1
C=CCNC(=O)C1CCN(C(=O)c2ccc(-c3ccccc3)cc2)CC1	-5	18	-24	-2	-1	1	-3	1	-0.6
COc1cc(/C=C/C(=O)Nc2ccccc2C(F)(F)F)cc(OC)c1OC	-17	-1	2	-17	-3	-2	-131	3	0.9
COc1cccc(-c2nnc(NC(C)=O)o2)c1	7	30	-10	-6	0	2	5	-5	-0.6
O=[N+]([O-])c1ccc(/C=C/c2nc3ccc([N+](=O)[O-])cc3[nH]2)cc1	-16	36	113*	-14	-2	-8	15	86*[fluorescence artefact?]	41
Cn1c(=O)c2c(nc(N/N=C/c3cccs3)n2C)n(C)c1=O	-13	-8	-8	-125	1	0	-19	-8	1.0
CCOC(=O)/C(=C\C=C1/Sc2ccccc2N1CC)C(C)=O	-8	-1	-316	27	-40	-78	-23	-29[fluorescence artefact?]	1.7
COc1cccc(O[C@@H]2O[C@@H]3COC(C)(C)O[C@H]3[C@H](O)[C@H]2NC(C)=O)c1	-2	-7	-1	2	1	3	-11	-12	-0.1
COc1ccc(N2CC(C(=O)OCC(=O)c3ccc(C)cc3)CC2=O)cc1 (centres undefined)	5	12	-1	-4	-1	0	1	1	-0.2
COc1ccc(CN=C2NC(=O)CC(C(=O)Nc3ccccc3C)S2)cc1 (centres undefined)	-3	2	-23	2	1	-1	-8	1	1.2
CC(C)(C)OC(=O)N1CCC[C@H]1C(=O)NCc1ccc(Cl)cc1Cl	-12	17	-15	-1	0	2	4	-5	0.7
COc1cccc(CNC(=O)CCNS(=O)(=O)c2cccc3nsnc23)c1	-2	18	-18	-7	2	1	-2	-10	1.6
CCOC(=O)C1(CCc2ccccc2)CCN(C(=O)C(C)n2cncn2)CC1 (centres undefined)	-8	19	-7	-2	0	1	-6	-5	-0.9

Pulled one by one from the entries so far (5):
SMILES	Mdm2 ligase inh	Hck Nef HTS	EBV gp42 block	TbHK1 inh	Runt-CBFb FRET	Runt-SMMHC FRET	NCF1 inh	14-3-3 Bad inh	zVAD death inh
O=[N+]([O-])c1ccc(/C=C/c2nc3ccc([N+](=O)[O-])cc3[nH]2)cc1	-16	36	113*	-14	-2	-8	15	86*[fluorescence artefact?]	41
COc1cc(/C=C/C(=O)Nc2ccccc2C(F)(F)F)cc(OC)c1OC	-17	-1	2	-17	-3	-2	-131	3	0.9
CCOC(=O)/C(=C\C=C1/Sc2ccccc2N1CC)C(C)=O	-8	-1	-316	27	-40	-78	-23	-29[fluorescence artefact?]	1.7
Cn1c(=O)c2c(nc(N/N=C/c3cccs3)n2C)n(C)c1=O	-13	-8	-8	-125	1	0	-19	-8	1.0
COc1cccc(CNC(=O)CCNS(=O)(=O)c2cccc3nsnc23)c1	-2	18	-18	-7	2	1	-2	-10	1.6

(list continues)
SMILES	Mdm2 ligase inh	Hck Nef HTS	EBV gp42 block	TbHK1 inh	Runt-CBFb FRET	Runt-SMMHC FRET	NCF1 inh	14-3-3 Bad inh	zVAD death inh
O=S(=O)(Nc1ccccc1N1CCCCC1)c1ccc(F)cc1F	-8	26	-10	-2	-2	4	-11	-12	-0.6
COc1ccc(C)cc1NC(=O)C(Sc1nnnn1C)c1ccccc1 (centres undefined)	-1	17	-8	2	-1	3	-10	-6	5.5
O=C(C=C1SCCS1)/C=C/c1ccco1	-12	1	11	-16	2	-5	-17	2	0.1
CS(=O)(=O)NN1C(=O)c2ccccc2NC1c1cccc2cccnc12 (centres undefined)	·	0	-1	-2	2	5	-8	1	-0.5
C/C=C/c1ccc(OCCCn2cncn2)c(OC)c1	21	2	-18	1	-2	-1	5	74*	-0.3
Cn1c(CS(=O)Cc2c(Cl)cccc2Cl)nnc1SCc1c(Cl)cccc1Cl (centres undefined)	-33	2	-6	5	1	4	-13	-5	0.2
Cn1c(=NC(=O)COc2ccccc2)sc2ccccc21	-12	13	-14	1	2	1	-10	-2	0.5
CC(C)Cn1c(-c2ccco2)nc2c(c(=O)c3ccccc3n2C)c1=O	-1	1	-2	-17	1	-1	-5	-10	3.1
O=c1[nH]c(CO)nc2c1oc1ccccc12	-5	9	-20	-11	2	-1	4	-1	-0.7
CC1=C(C(=O)OC2CCCC2)C(c2ccc(C)o2)C2=C(CC(c3cccs3)CC2=O)N1 (centres undefined)	-3	3	2	4	1	-2	-29	2	-0.1
COC(=O)C1=C(C)NC(C)=C(C(=O)OC)C1C(=O)OCCN1C(=O)c2ccccc2C1=O	-16	0	-4	-14	1	-2	2	-11	-0.4
Cc1cc(NC(=O)Nc2cccc(C(F)(F)F)c2)no1	-23	7	-8	3	2	1	-12	3	-0.4
O=C(Nc1cccc(C(F)(F)F)c1)C1CCCCC1	-11	2	10	-6	0	0	-1	2	0.8
CCNC(=O)NC(=O)C(C)Oc1ccc(C(=O)OC)cc1 (centres undefined)	-20	-1	-17	8	0	0	-1	18	0.7
O=C(NCCc1ccccc1)C(=O)NN=C1CCCC1	1	-2	0	0	0	5	-6	-5	0.1
O=C(NCCO)c1cc2ccccc2c(=O)s1	-12	2	-14	-21	-1	-4	-3	-6	1.6
CCOc1ccc(C(=O)NCCN(C)C)cc1	-18	1	-12	2	3	-1	-1	-9	0.0
O=C(CSc1nc2ccccc2c(=O)n1-c1ccccc1)N1CCC1	-10	19	-10	-1	1	4	-8	-17	-0.4
CC(C)OC(=O)CN1C(=O)c2ccccc2C1=O	0	-11	-18	-2	0	7	-16	0[fluorescence artefact?]	-1.0
CCOC(=O)N1CCN(CC(O)COc2cc(C)ccc2C(C)C)CC1 (centres undefined)	3	8	-12	-12	-6	1	-8	22[fluorescence artefact?]	0.6
CCc1ccc(C(=O)NC(C(=O)O)C(C)C)cc1 (centres undefined)	0	1	1	3	0	1	-3	1	0.2
COc1ccc(C2CC(c3ccccc3)=NN2C(=O)CSc2nccc(=O)[nH]2)cc1 (centres undefined)	-3	7	3	9	-8	2	-17	-5	0.8
CCOC(=O)CSc1nc2ccccc2c(=O)n1C	-6	2	-7	1	0	0	-3	14	-0.1
Cn1c(=O)[nH]c(=O)c2c1nc(SCCN1CCOCC1)n2CCCc1ccccc1	-12	0	-15	-5	2	-2	-10	-1	-0.4
Cc1ccc(/C=N/NS(=O)(=O)c2ccc([N+](=O)[O-])cc2)o1	-8	-3	17	-9	0	3	-8	-4	-0.4
O=C(CN1CCN(C(=O)c2ccccc2)CC1)Nc1ncc(Br)cc1Br	-10	0	-1	-4	0	1	-2	3	0.0
CCOc1cc(N2CCOCC2)c(OCC)cc1NC(=O)c1ccc(S(C)(=O)=O)cc1	26	24	-21	-9	2	-2	-6	-8	2.3
CCc1ccc(NC(=O)CSCCO)cc1	-7	6	-15	0	-1	-1	-9	1	0.8
CCc1nnc(NC(=O)CN2C(=O)/C(=C/c3cc(OC)c(OC)c(OC)c3)SC2=S)s1	-6	2	-19	-7	4	-14	-10	-5[fluorescence artefact?]	3.2
CN(C)c1ccc(C(C(=O)NC(C)(C)C)N(C(=O)c2csnn2)C2CC2)cc1 (centres undefined)	9	0	5	1	4	3	-4	3[fluorescence artefact?]	0.5
COc1ccc(OC)c(NC(=O)C2CC(=O)n3ncnc3N2)c1 (centres undefined)	-7	7	-3	1	4	-4	-5	-12	-0.6
CN(Cc1cn(C)nc1-c1ccccc1F)CC1CCCCO1 (centres undefined)	-7	4	-2	-2	0	-3	-1	-10	0.0
CCSc1nc(C)cc(C)c1S(=O)(=O)c1ccccc1C	-19	2	-9	2	0	4	-18	-1	0.3
CCNC(=S)N1CC(C)OC(C)C1 (centres undefined)	7	0	-8	-3	-6	-1	-2	14	-0.1
CCCOc1ccc(N2C(=O)C3C(C(C)C)NC4(C(=O)c5ccccc5C4=O)C3C2=O)cc1 (centres undefined)	-9	1	-11	-1	-62	-71	9	2	-0.5
CN(C)S(=O)(=O)c1ccc2oc(SCC(=O)Nc3ccccc3F)nc2c1	-4	-13	6	-2	2	0	4	-6	11
O=C(O)c1ccc(COc2cccc(CO)c2)cc1	15	0	-7	2	1	3	-8	-2	0.0
CSc1ccc(Cn2nnc(C(=O)Nc3ccc(C)c(C)c3)c2N)cc1	-11	1	-8	-21	2	1	-4	-6	1.2
CCOC(=O)N1CCC(N(CCOC)C(=O)Nc2ccc(Cl)cc2)CC1	-10	-2	-12	-4	1	-2	-8	5	7.9
COc1ccc(C2C(C#N)=C(N)N(c3ccccc3C#N)C3=C2C(=O)CCC3)cc1CN1CCCC1 (centres undefined)	1	5	2	-12	-1	2	-5	-8	0.1
CSCCNC(=O)c1ccc(OC2CCN(CCc3ccccc3)CC2)cc1	-8	-1	-11	-5	-1	0	2	17	1.9
Cc1cc2c(cc1C)C(c1cc(Br)ccc1F)CC(=O)N2 (centres undefined)	·	1	-10	0	-6	-6	-1	11[fluorescence artefact?]	0.9
O=C(NC(c1ccccc1)c1ccccc1)c1ccc(S(=O)(=O)C(F)F)cc1	-8	0	-32	1	-1	0	-10	-1	0.0
FC(F)(F)c1cnc(Sc2nc3nccc(-c4ccc(Cl)cc4)n3n2)c(Cl)c1	-19	1	-16	-6	-4	1	-11	5	-0.2
O=C(CCn1cnc2ccccc2c1=O)Nc1nc2c(s1)CCCC2	-3	1	-12	5	0	2	-14	7	0.3
CN1CCN(C(=O)CC2(CC(=O)O)CCCC2)CC1	-3	20	-14	5	2	-3	-13	-3	1.3

High-throughput results as filed in PubChem.
